Bioassay records as filed in PubChem BioAssay.
OPRM1-OPRD1 inv – inverse agonists of human mu-delta opioid receptor heterodimerization; P35372+P41143; cell-based MOR-DOR heterodimer luminescence, inverse agonism; inhibition, % at 9.3 µM; 0.21% of 340,000 active; in the data active = inhibition above about 22%, passing the limit was not always enough;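 also: 0% = cells with DMSO and 100% = wells without cells with DMSO; values of inactives mirror those of a sister screen read the other way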
Arr AP2 block – inhibitors of human beta-arrestin and AP2 interaction; FITC-arrestin peptide / GST-AP2 beads, flow cytometry; AP2 beta2 appendage carries R879A mutation; inhibition, % at 10 µM; 0.31% of 340,000 active;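 active = inhibition above a set limit, near 3 SD of compounds lacking own fluorescence, cut at about 54% in these data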;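 also: plate controls were DMSO wells for no effect and 5 µM unlabelled arrestin peptide for full effect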
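test system = AP2 appendage R879A on GSH beads | buffer or medium = PBS plus Tween 20 (0.05%) and BSA (0.1%) | incubation = 12 min plus 1 h, RT | detection = bead flow cytometry, FITC channel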
Pemphigus Ab inh – inhibitors of pemphigus antibody binding to human desmoglein-3. P32926. DSG3-coupled beads, scFv-anti-DSG3-GFP binding, flow cytometry; hits give low values. binding (percent of control), % at 10 µM. 0.48% of 310,000 active;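 active = binding more than 3 SD below its plate's average and above zero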;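 also: hits lower antibody fragment binding to DSG3; some compounds called inactive have numbers as strong as hits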
Target sequence (P32926 whole entry, looked up, the tested form may be a part): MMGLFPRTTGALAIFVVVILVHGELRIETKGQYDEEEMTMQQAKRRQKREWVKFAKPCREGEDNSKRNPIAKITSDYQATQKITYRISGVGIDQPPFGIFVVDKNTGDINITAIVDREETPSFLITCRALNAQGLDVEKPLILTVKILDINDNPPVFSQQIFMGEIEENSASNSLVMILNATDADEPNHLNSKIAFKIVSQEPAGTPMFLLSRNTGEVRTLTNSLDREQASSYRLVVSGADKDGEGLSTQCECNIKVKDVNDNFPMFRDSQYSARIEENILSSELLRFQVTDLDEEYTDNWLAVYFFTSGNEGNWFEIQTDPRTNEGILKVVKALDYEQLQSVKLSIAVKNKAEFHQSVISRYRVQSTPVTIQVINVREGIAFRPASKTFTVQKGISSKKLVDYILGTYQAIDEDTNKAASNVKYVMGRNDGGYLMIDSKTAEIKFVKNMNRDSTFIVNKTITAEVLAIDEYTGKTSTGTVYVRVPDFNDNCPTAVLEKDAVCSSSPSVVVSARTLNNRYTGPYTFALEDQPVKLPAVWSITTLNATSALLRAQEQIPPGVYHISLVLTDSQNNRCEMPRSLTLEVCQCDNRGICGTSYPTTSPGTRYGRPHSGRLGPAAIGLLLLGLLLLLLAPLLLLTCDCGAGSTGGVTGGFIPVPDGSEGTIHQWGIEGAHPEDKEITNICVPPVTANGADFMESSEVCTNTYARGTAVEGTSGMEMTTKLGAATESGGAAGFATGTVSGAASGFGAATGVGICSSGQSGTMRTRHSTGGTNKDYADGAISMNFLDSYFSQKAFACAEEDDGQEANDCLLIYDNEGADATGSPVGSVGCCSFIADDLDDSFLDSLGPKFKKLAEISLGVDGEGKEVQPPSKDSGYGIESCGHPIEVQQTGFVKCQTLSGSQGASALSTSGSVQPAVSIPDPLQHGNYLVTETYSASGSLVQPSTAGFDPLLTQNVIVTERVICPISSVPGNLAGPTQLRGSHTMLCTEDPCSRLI
LANA DNA inh – inhibitors of KSHV LANA C-terminal domain DNA binding; MBP-C-LANA/FAM-LBS DNA binding, fluorescence polarization; inhibition, % at 9 µM; 0.078% of 340,000 active;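 active = highest replicate inhibition at or above 60% at 9 µM, even if other replicates fall short; inactive = all replicates below 60% inhibition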;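 also: 0% = neutral control wells and 100% = 4 µM acridine orange control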
RTF Ca sens inh – cardiac RTF calcium desensitization; inhibition, % at 7.15 µM; 0.12% of 340,000 active; IANBD-labeled cardiac RTF, Ca2+ fluorescence;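 active = inhibition above the mean inhibition of all tested compounds plus 3 SD, cut at about 17% in these data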;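 also: assay run at fixed EC70 calcium of 1.6 mM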
V-ATPase pH – regulators of yeast V-ATPase proton transport; response, % at 10 µM; 0.37% of 350,000 active; S. cerevisiae, pHLuorin cytosolic pH fluorescence; in the data active = response mostly above about 7.3%, no sharp cut-off; inactive = mostly below about 5.4%; also: actives read high; inactives centre near 0; some compounds called inactive have numbers as strong as hits; reference of the scale not given here
cardiac RTF act – increases calcium sensitivity of human cardiac regulated thin filaments | P19429+P45379 | IANBD-labeled TnC RTF fluorescence at EC20 calcium; 0% EC20 calcium, 100% full calcium | AID 493008 | 0.24% of 340,000 active | activation, % at 7.2 µM;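 active = activation above the mean over all tested compounds plus 3 SD, cut at about 30% in these data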;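 also: rise in fluorescence read as greater calcium sensitivity of cardiac thin filaments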
Wnt bcat act – Wnt/beta-catenin pathway activation; Wnt/beta-catenin reporter cell assay, activator, plate reader; activation, % at 9.35 µM; 1.2% of 300,000 active; in the data active = activation above about 30%, passing the limit was not always enough;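 also: 0% = neutral control wells and 100% = positive control wells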
Keap1 Nrf2 FP – disrupts human Keap1 binding to Nrf2 peptide; Q14145; Keap1 Kelch-Nrf2 peptide fluorescence polarization, 1536-well; inhibition, % at 9.4 µM; 0.15% of 340,000 active; in the data active = inhibition above about 12%;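 also: human Keap1 Kelch domain with fluorescein labeled Nrf2 9mer peptide probe; 0% = neutral control wells and 100% = peptide positive control; higher means more block of Keap1 binding to Nrf2 peptide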
OPRM1-OPRD1 ag – OPRM1-OPRD1 heterodimerization agonism | P35372+P41143 | cells, luminescence | activation, % at 9.3 µM | 0.3% of 340,000 active; in the data active = activation above about 18%;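 also: 0% = vehicle-treated cells and 100% = reference agonist; values of inactives mirror those of a sister screen read the other way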
The depositor's hits bear a star; nt = not tested or not shown.

SMILES	OPRM1-OPRD1 inv	Arr AP2 block	Pemphigus Ab inh	LANA DNA inh	RTF Ca sens inh	V-ATPase pH	cardiac RTF act	Wnt bcat act	Keap1 Nrf2 FP	OPRM1-OPRD1 ag
O=C(NNC(=O)c1ccccc1C(=O)O)c1ccc(O)cc1	14.3	-10.0	106.5	0.7	-3.0	-0.7	1.6	0.3	-1.6	-2.9
Cc1ccc(S(=O)(=O)N2CCN(S(=O)(=O)N3CCCCCC3)CC2)cc1	8.2	-8.1	100.6	0.2	3.2	-2.6	8.1	-3.8	-6.1	-1.7
CC1(C)Cc2ccccc2-c2nnnn21	-4.5	-12.8	98.1	-0.2	6.0	-0.3	3.8	-4.0	-4.9	0.8
CC1CCN(c2ccc(/C=N/n3nnnc3N)cc2[N+](=O)[O-])CC1	-8.6	27.0	95.8	-0.4	2.4	-0.5	-2.0	2.9	-2.3	1.4
CCOc1ccc(-c2nc(-c3ccncc3)no2)cc1OCC	10.1	-1.2	68.4	1.4	-7.9	4.1	4.0	15.4	-1.6	-1.9
Cc1ccc(CSc2ccc(-c3ccco3)nn2)cc1	1.6	-3.6	115.5	3.0	-0.9	-0.7	3.2	21.2	-1.5	-0.3
CN(C(=O)CN1C(=O)S/C(=C\c2ccccc2Cl)C1=O)C1CCS(=O)(=O)C1 (centres undefined)	14.8	-11.2	103.9	-1.4	-2.3	-6.3	4.6	-0.3	0.5	-2.8
O=C1c2ccccc2NC(c2ccccc2F)N1NS(=O)(=O)c1ccccc1 (centres undefined)	-6.1	12.0	106.9	-0.3	6.2	1.7	0.9	-0.7	-5.8	1.1
COCCNC(=O)CSc1nc2cc3c(cc2c(=O)n1CCCC(=O)NCCc1ccc(OC)c(OC)c1)OCO3	11.3	-9.8	95.1	10.0	-7.6	0.2	3.1	-0.7	-2.0	-2.4
Cc1ccc(S(=O)(=O)Nc2ccc3cc([N+](=O)[O-])ccc3c2[N+](=O)[O-])cc1	16.8	-0.8	91.8	2.1	1.0	0.4	-2.2	1.1	-2.8	-3.4

3 structures from above, ordered by length of the SMILES, highest first.
SMILES	OPRM1-OPRD1 inv	Arr AP2 block	Pemphigus Ab inh	LANA DNA inh	RTF Ca sens inh	V-ATPase pH	cardiac RTF act	Wnt bcat act	Keap1 Nrf2 FP	OPRM1-OPRD1 ag
Cc1ccc(S(=O)(=O)Nc2ccc3cc([N+](=O)[O-])ccc3c2[N+](=O)[O-])cc1	16.8	-0.8	91.8	2.1	1.0	0.4	-2.2	1.1	-2.8	-3.4
O=C1c2ccccc2NC(c2ccccc2F)N1NS(=O)(=O)c1ccccc1 (centres undefined)	-6.1	12.0	106.9	-0.3	6.2	1.7	0.9	-0.7	-5.8	1.1
Cc1ccc(CSc2ccc(-c3ccco3)nn2)cc1	1.6	-3.6	115.5	3.0	-0.9	-0.7	3.2	21.2	-1.5	-0.3

Later entries:
SMILES	OPRM1-OPRD1 inv	Arr AP2 block	Pemphigus Ab inh	LANA DNA inh	RTF Ca sens inh	V-ATPase pH	cardiac RTF act	Wnt bcat act	Keap1 Nrf2 FP	OPRM1-OPRD1 ag
O=C(NCc1ccccc1)c1cccnc1N1CCOCC1	12.7	-6.1	106.5	-0.6	-4.0	2.0	8.7	nt	-5.8	-2.2
O=c1c2ccccc2nc(SCc2ccc([N+](=O)[O-])cc2)n1CCCO	-10.5	28.0	89.3	-0.7	-1.2	1.9	-2.0	-5.5	-5.3	2.0
Cc1nc(Cl)c(Cl)n1CCOc1ccccc1	nt	12.7	91.1	0.8	nt	-1.4	nt	1.3	-0.1	nt
CCOC(=O)C[C@H]1c2ccccc2S(=O)(=O)N1Cc1ccc(Cl)cc1	6.2	-2.4	110.0	-0.5	-6.3	2.0	1.2	1.9	-2.1	-1.1
O=C1[C@H]2[C@@H](c3ccc(F)cc3)N3C(=O)N(c4ccc(C(F)(F)F)cc4)C(=O)[C@@]3(Cc3ccccc3)[C@H]2C(=O)N1C1CCCCC1	-11.3	1.3	96.3	0.2	-1.1	1.8	1.4	-9.1	-3.1	2.5
COc1cc(C(=O)OC2CCOC2=O)cc(Cl)c1OC (centres undefined)	-1.9	7.9	102.8	-1.3	-13.4	4.8	-7.9	0.6	-1.7	0.4
CCN(CC(=O)Nc1ccc(OC)cc1)C(=O)c1ccc(N2CCCC2=O)cc1	11.4	-4.7	103.9	-1.5	-1.6	-4.7	7.1	3.9	-6.7	-2.7
COc1ccc(Cl)cc1NC(=O)C(C)N(C)Cc1cccc(Cl)c1Cl (centres undefined)	-19.5	7.6	103.7	0.1	-24.2	2.6	7.4	-1.7	-7.3	3.8
CCc1ccc2nc(N(CCN(C)C)C(=O)/C=C/c3cccs3)sc2c1	-22.7	35.9	106.1	-0.8	-13.9	1.3	-5.0	nt	-3.3	4.4
O=C(O)CNS(=O)(=O)c1ccc2[nH]c(=O)c(=O)[nH]c2c1	4.9	-26.1	92.0	-6.3	-21.0	-4.0	2.3	1.8	1.9	-1.0

Looked up above.
For Keap1 Nrf2 FP, O=C(O)CNS(=O)(=O)c1ccc2[nH]c(=O)c(=O)[nH]c2c1 reads 1.9
For Pemphigus Ab inh, COc1cc(C(=O)OC2CCOC2=O)cc(Cl)c1OC (centres undefined) reads 102.8
For Wnt bcat act, CCOC(=O)C[C@H]1c2ccccc2S(=O)(=O)N1Cc1ccc(Cl)cc1 reads 1.9
For Keap1 Nrf2 FP, CCc1ccc2nc(N(CCN(C)C)C(=O)/C=C/c3cccs3)sc2c1 reads -3.3
For RTF Ca sens inh, COc1ccc(Cl)cc1NC(=O)C(C)N(C)Cc1cccc(Cl)c1Cl (centres undefined) reads -24.2

Other compounds.
SMILES	OPRM1-OPRD1 inv	Arr AP2 block	Pemphigus Ab inh	LANA DNA inh	RTF Ca sens inh	V-ATPase pH	cardiac RTF act	Wnt bcat act	Keap1 Nrf2 FP	OPRM1-OPRD1 ag
NC(=O)NC(=O)COC(=O)CC12CC3CC(CC(C3)C1)C2	-0.3	17.6	nt	-0.5	-16.5	8.3	5.6	-0.5	-5.0	0.1
CCN(C(=O)COC(=O)c1cc2c(s1)CCCC2)c1c(N)n(Cc2ccccc2)c(=O)[nH]c1=O	14.2	4.0	106.0	1.0	-0.5	-1.2	0.6	-4.1	-0.1	-3.6
Cc1ccc(/C=N/NC(=O)C2(C)CC2(Br)Br)cc1 (centres undefined)	-20.1	4.1	104.3	0.9	2.1	1.6	1.1	3.4	-2.7	2.8
CC1(C)NC(=O)N(CC(O)Cn2nnc3ccccc32)C1=O (centres undefined)	4.2	-5.8	nt	-0.4	-3.3	-0.7	-1.3	-1.0	-3.1	-1.0
Cc1c(C(=O)NCc2ccc(F)cc2)c(-c2ccccc2)nn1-c1ccccc1	-0.1	-1.8	102.3	1.8	-7.8	-1.8	-3.2	-5.6	-6.1	0.0
CCOc1ccc(N(CC(=O)NCCCOC)S(C)(=O)=O)cc1	15.6	-5.8	100.9	-2.5	0.5	-3.5	-4.7	0.0	-3.4	-2.8
COc1cc(/C=N/Nc2cccc(C)c2)ccc1OC(=O)c1ccco1	3.0	35.1	93.8	-1.6	7.0	-4.3	-4.1	-1.4	0.0	-0.5
Fc1ccc(-c2cc3nc(-c4ccccc4)cc(N4CCOCC4)n3n2)cc1	6.5	-2.4	84.3	1.0	0.3	0.9	-1.5	nt	-1.4	-1.2
CO[C@H]1C=CO[C@@]2(C)Oc3c(C)c(O)c4c(O)c(c(C=NN5CCN(C)CC5)c(O)c4c3C2=O)NC(=O)C(C)=CC=C[C@H](C)[C@H](O)[C@@H](C)[C@@H](O)[C@@H](C)[C@H](OC(C)=O)[C@@H]1C	9.1	-3.8	116.3	0.0	9.5	3.4	2.1	-0.6	-7.8	-1.6
CCc1nn(C(C)C(=O)NCCN2CCN(c3cccc(C)c3C)CC2)c(=O)c2cc3occc3n12 (centres undefined)	-4.3	31.7	106.0	-0.7	-3.6	2.5	10.8	nt	-4.5	0.7
CC1=C(C(=O)Nc2cccnc2)C(c2ccncc2)n2nnnc2N1 (centres undefined)	5.9	-7.1	106.2	1.1	-10.4	-0.5	2.9	nt	-1.5	-1.2
CCOC(=O)c1c(NC(=O)COC(=O)CCOc2cc(C)ccc2C)sc(C(=O)N(C)C)c1C	11.8	-7.6	nt	-1.6	-10.7	0.0	-0.8	-3.7	2.5	-3.2
Cc1ccc(N2C(N)=C(C#N)C(c3cccnc3)C3=C2CC(C)(C)CC3=O)cc1 (centres undefined)	6.3	19.8	106.5	-1.5	-5.1	-1.9	3.5	nt	-1.8	-1.1
CCC1CN(C(=O)N2CCC(C(=O)NCCc3ccccc3OC)CC2)c2ccccc2O1 (centres undefined)	16.3	-7.4	98.5	-2.2	-0.7	-3.2	-5.1	15.5	-2.9	-3.2
CCC1(C)Cc2c(sc(NC(=S)NC(=O)c3ccccc3)c2C#N)CO1 (centres undefined)	3.0	14.4	95.3	1.5	-8.2	-2.6	-2.2	nt	5.4	-0.6
OC(CNCc1ccc(F)cc1)(c1ccccc1)c1ccc(F)cc1 (centres undefined)	-22.6	-16.0	101.3	1.5	-1.1	1.0	1.6	nt	-0.1	5.2
CCn1c(CNC(=O)c2cccc(C)c2)nnc1SCC(=O)NC1=NCCS1	-23.3	8.4	106.5	1.6	5.5	5.6	-3.4	-3.1	-3.3	2.9
CCN(c1ccccc1)S(=O)(=O)c1ccc2[nH]c(=O)[nH]c2c1	-4.6	18.5	95.9	1.1	4.0	-1.3	2.3	-18.4	2.0	0.8
COc1ccc(-c2nc3c(-c4ccccc4)cnn3cc2C)cc1F	-1.5	9.6	nt	2.1	1.3	3.3	0.7	10.6	-6.7	0.3
S=C(NCCc1ccccc1)NCCN1CCOCC1	12.4	-5.8	124.3	-2.6	-15.7	-1.1	-3.2	-0.4	-2.3	-2.6
NS(=O)(=O)c1ccc(CNC(=O)C2(c3ccc(Cl)cc3)CC2)cc1	3.2	40.2	91.8	-1.0	-6.4	-1.1	0.2	0.1	-0.1	-0.7
O=C(/C=C/c1cc2c(cc1Br)OCO2)NCc1ccc(F)cc1	-23.1	-6.1	116.7	-1.2	-3.0	-1.8	-2.0	-2.4	-7.6	4.6
O=C(NCCN1C(=O)S/C(=C\c2ccc(OC(F)F)cc2)C1=O)c1cnccn1	11.8	26.7	110.7	-1.1	11.5	-1.4	-4.5	-7.4	-0.2	-2.2
N#CCC1c2ccccc2CCN1C(=O)Nc1cccc(Cl)c1 (centres undefined)	16.3	-3.0	126.8	0.6	1.0	4.0	-1.0	-3.2	-1.0	-3.1
CCOc1ccc(NS(=O)(=O)c2ccc(-c3ccc(=O)[nH]n3)o2)cc1	4.0	-4.1	nt	-0.5	1.6	-0.9	-6.2	2.0	-0.6	-0.7
O=C(COc1ccccc1F)Nc1ccc2[nH]c(=O)[nH]c2c1	-12.3	23.3	103.9	1.0	-9.5	-5.2	-4.3	-0.2	0.4	1.9
Nc1cccc(CP(=O)(c2ccccc2)c2ccccc2)c1	-3.8	23.3	nt	0.1	-4.5	2.1	0.3	2.7	-2.2	0.9
Cn1c(=O)[nH]c(=O)c2c1nc(N(CCO)Cc1ccccc1)n2CCCc1ccccc1	-0.1	17.1	110.1	-0.9	-14.8	1.1	-1.6	-0.8	-1.9	0.0
CCOc1ncccc1C(=O)OCC(=O)Nc1nnc(-c2ccccc2)o1	5.3	-1.3	101.9	-1.6	-42.6	2.7	-4.3	2.7	-2.2	-0.8
